MC4R barr agon = activates human MC4R beta-arrestin recruitment; 360,000 tested, 0.98% active; activation, % at 8.9 µM; U2OS MC4R beta-arrestin complementation, luminescence; percent of melanotan II response, DMSO zero;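 active = activation above a per-plate cutoff, the mean activation of sample wells on that plate plus 3 SD, cut at about 8% in these data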
Target sequence (P32245 whole entry, looked up): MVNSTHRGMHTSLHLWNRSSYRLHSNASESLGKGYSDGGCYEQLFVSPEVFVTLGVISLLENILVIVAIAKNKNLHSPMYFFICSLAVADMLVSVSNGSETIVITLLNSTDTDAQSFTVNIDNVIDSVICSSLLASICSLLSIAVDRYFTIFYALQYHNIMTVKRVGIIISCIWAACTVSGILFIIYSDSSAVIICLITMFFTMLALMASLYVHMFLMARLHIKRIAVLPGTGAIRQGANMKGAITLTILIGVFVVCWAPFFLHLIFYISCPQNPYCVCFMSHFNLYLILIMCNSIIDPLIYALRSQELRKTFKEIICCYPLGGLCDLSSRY
MC4R antagonist = antagonists of human melanocortin 4 receptor (MC4R); MC4R-expressing cells, MTII-stimulated cAMP, LANCE TR-FRET; inhibition, % at 6.5 µM; 360,000 tested, 0.48% active;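 active = inhibition above its plate's cutoff, the mean of tested wells on that plate plus 3 SD, cut at about 29% in these data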;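 note: 0% = Melanotan II alone and 100% = Melanotan II plus saturating MCL0020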
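Assay system: U2OS cells stably expressing human melanocortin 4 receptor (MC4R) / Dosing: 6.5 µM / Timing: compound 30 min, challenge 1 h, detection 1 h / Measured by: Eu-cAMP/anti-cAMP TR-FRET, emission 671 nm / Replicates: singlicate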
N-glyco inh = N-linked glycosylation inhibition. reporter increase, % at 12.5 µM. D54 ERlucT glycosylation luciferase reporter, 24 h; percent of 100 nM tunicamycin response. 360,000 tested, 0.23% active. AID 588692;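 active = mean luciferase reporter signal, scaled so untreated is 0 and the glycosylation-blocking control 100, at or above a set limit in every replicate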;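 note: luciferase carries N-glycosylation sites so blocking glycosylation raises the light; 0% = median of neutral control wells and 100% = median of 100 nM tunicamycin wells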
H9c2 protect = myocardial damage modulation in H9c2 cells; H9c2 cardiomyocytes, H2O2 injury protection, ATPLite, 2 h; protection from H2O2 cell death, % at 20 µM; 360,000 tested, 0.63% active; AID 588492;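 active = compounds giving at least 50% protection of heart cells from peroxide-induced death in the single-dose screen, raw or plate-pattern-corrected value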;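 note: 0% = DMSO wells with peroxide and 100% = DMSO wells without peroxide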
ABHD5 PLIN5 PPI = ABHD5-PLIN5 protein interaction inhibition; Split G. princeps luciferase complementation, luminescence, 4 h; inhibition, % at 4 µM; 360,000 tested, 0.78% active;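 active = inhibition above the mean inhibition across every tested compound plus 3 SD, cut at about 22% in these data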;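 note: 0% = DMSO only wells and the 100% control is not disclosed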
ABCB6 inh MLPCN = inhibitors of human ABC transporter ABCB6; Q9NP58; K562-ABCB6 porphyrin accumulation, flow cytometry, 1 h; stronger effect = lower value; fluorescence ratio to DMSO, % at 10 µM; 360,000 tested, 0.19% active; AID 602162;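 active = fluorescence ratio to DMSO below 75%, the collection mean minus 3 SD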;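 note: signal is porphyrin accumulated inside mitochondria; 100% equals median channel fluorescence of DMSO control wells; lower ratio means ABCB6 inhibition with less porphyrin fluorescence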
m5-HT2A agonist = agonists of mouse serotonin 5-HT2A receptor (HTR2A); 360,000 tested, 0.66% active; P35363; CHO-K1 mHTR2A beta-arrestin complementation, luminescence; percent of 30 µM serotonin response; activation, % at 7.6 µM; AID 624169;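 active = activation above a run cutoff, the mean activation of all tested compounds plus 3 SD, cut at about 14% in these data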;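 note: 0% = plate median of compound wells and 100% = 30 µM serotonin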
Target sequence (P35363 whole entry, looked up): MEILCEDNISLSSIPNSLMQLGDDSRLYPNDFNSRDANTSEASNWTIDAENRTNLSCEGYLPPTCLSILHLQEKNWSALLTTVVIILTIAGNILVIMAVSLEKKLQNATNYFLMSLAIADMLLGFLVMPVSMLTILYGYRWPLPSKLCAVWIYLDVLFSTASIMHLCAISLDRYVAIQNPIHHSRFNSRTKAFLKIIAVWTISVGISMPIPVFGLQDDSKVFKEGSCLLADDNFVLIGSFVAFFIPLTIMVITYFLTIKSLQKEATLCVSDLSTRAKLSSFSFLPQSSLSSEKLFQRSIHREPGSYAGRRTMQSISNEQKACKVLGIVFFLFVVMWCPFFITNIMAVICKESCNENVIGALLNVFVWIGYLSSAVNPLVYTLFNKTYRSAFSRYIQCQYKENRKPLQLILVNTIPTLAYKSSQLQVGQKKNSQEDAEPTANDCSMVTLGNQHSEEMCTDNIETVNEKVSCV
aDG glyco up = alpha-DG glycosylation activation; Pro5-aDG cells, alpha-DG glycosylation AlphaScreen (IIH6); 0% Pro5, 100% B10-LARGE cell signal; activation, % at 10 µM; 360,000 tested, 0.22% active; AID 624168;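 active = activation of at least 8% versus controls, or a plate z-score of at least 8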;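 note: Pro5 are CHO cells carrying HIG-tagged alpha-DG that lacks glycosylation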
Granule exo inh = blocks lytic granule exocytosis; TALL-104 LAMP-1 surface exposure, flow cytometry; cells stimulated with thapsigargin and PMA; inhibition, % at 10 µM; 360,000 tested, 0.66% active;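 active = inhibition above about 55%, limit read from the data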
iPSC survival up = increases survival of single human iPS cells. survival enhancement, % at 20 µM. 360,000 tested, 0.044% active. hiPSC single-cell survival, ATPlite luminescence; 100% = ROCK inhibitor wells, 0% = DMSO; in the data active = survival enhancement above about 18%;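 note: cells exposed to compounds for 16 hours before the ATP read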
* = called active by the depositor; x = not tested or not shown.

SMILES	MC4R barr agon	MC4R antagonist	N-glyco inh	H9c2 protect	ABHD5 PLIN5 PPI	ABCB6 inh MLPCN	m5-HT2A agonist	aDG glyco up	Granule exo inh	iPSC survival up
Cc1ccc(S(=O)(=O)NNC(=O)C2CC=CCC2C(=O)O)cc1 (stereo unspecified)	-3.9	2	0	4	-1	103	4	-0.2	-2	4.7
NC(=O)c1ccc(NCc2ccco2)c([N+](=O)[O-])c1	-1.6	1	2	-12	-2	102	-2	-0.3	-8	-2.4
O=C(N/N=C/c1ccc(OC(=O)c2ccccc2Cl)cc1)c1ccc(O)cc1	13*	-4	2	36	5	104	1	-0.2	9	0.3
CC1=C(C(=O)N(C)C)CC(CC(=O)NC2CCCCC2)C(=O)N1Cc1ccccc1 (stereo unspecified)	0.3	17	2	21	1	97	-2	0.7	-4	-0.7
CCN(CC)CCCN1C(=O)C(=O)/C(=C(/O)c2ccc(OC)cc2)C1c1ccco1 (stereo unspecified)	-0.4	5	2	10	2	100	2	-0.1	2	-0.1
CC(C)c1ccc(NCCC(=O)c2ccc(Br)cc2)cc1	-1.0	2	4	1	-9	97	0	0.0	0	-0.9
O=C(Nc1ncc(S(=O)(=O)c2ccc([N+](=O)[O-])cc2)s1)c1cccnc1	-1.9	8	6	-10	16	94	-2	-0.1	11	-0.6
CCC1(OC(=O)CN(C)C)C(=O)OCc2c1cc1n(c2=O)Cc2cc3c(N)cccc3nc2-1 (stereo unspecified)	-1.6	-14	-8	1	-8	101	0	-0.3	-5	-4.5
Cc1ccccc1NS(=O)(=O)c1ccc(OCCNS(C)(=O)=O)cc1	-1.9	20	-2	10	2	100	4	-0.1	4	-1.0
O=C(NCc1cccnc1)c1cc(S(=O)(=O)N2CCCC2)c(Cl)cc1Cl	-0.4	6	1	1	6	101	-4	0.1	-4	-0.6
CCCCNC(=O)CN1C(=O)NC(CCc2ccccc2)C1=O (stereo unspecified)	0.4	1	1	20	0	95	-3	-0.2	-3	-2.4
CCn1c(=O)c(=O)[nH]c2cc(C(=O)N(C)Cc3ccc(OC)c(F)c3)ccc21	-0.5	3	8	4	-1	102	-2	0.0	-3	0.5

Full records as entered above:
CCCCNC(=O)CN1C(=O)NC(CCc2ccccc2)C1=O (stereo unspecified) as listed: MC4R barr agon: 0.4; MC4R antagonist: 1; N-glyco inh: 1; H9c2 protect: 20; ABHD5 PLIN5 PPI: 0; ABCB6 inh MLPCN: 95; m5-HT2A agonist: -3; aDG glyco up: -0.2; Granule exo inh: -3; iPSC survival up: -2.4
CCC1(OC(=O)CN(C)C)C(=O)OCc2c1cc1n(c2=O)Cc2cc3c(N)cccc3nc2-1 (stereo unspecified) as listed: MC4R barr agon: -1.6; MC4R antagonist: -14; N-glyco inh: -8; H9c2 protect: 1; ABHD5 PLIN5 PPI: -8; ABCB6 inh MLPCN: 101; m5-HT2A agonist: 0; aDG glyco up: -0.3; Granule exo inh: -5; iPSC survival up: -4.5
Cc1ccccc1NS(=O)(=O)c1ccc(OCCNS(C)(=O)=O)cc1 as listed: MC4R barr agon: -1.9; MC4R antagonist: 20; N-glyco inh: -2; H9c2 protect: 10; ABHD5 PLIN5 PPI: 2; ABCB6 inh MLPCN: 100; m5-HT2A agonist: 4; aDG glyco up: -0.1; Granule exo inh: 4; iPSC survival up: -1.0

Continuation:
SMILES	MC4R barr agon	MC4R antagonist	N-glyco inh	H9c2 protect	ABHD5 PLIN5 PPI	ABCB6 inh MLPCN	m5-HT2A agonist	aDG glyco up	Granule exo inh	iPSC survival up
O=C(O)c1ccc(C2CCCCC2)cn1	-1.5	9	-2	4	1	102	-2	0.1	1	-2.0
CN(C)c1ccc(-c2ccnc3c2CC(C)(C(=O)NCc2ccccc2)O3)cc1 (stereo unspecified)	-0.9	-8	21	-2	5	101	0	-0.2	0	-1.6
Cc1c2cnn(CC(=O)NCCN3CCOCC3)c(=O)c2c(C)n1Cc1ccc(F)cc1	0.0	1	3	4	0	102	-3	0.1	4	3.8
Cc1noc(C(=O)NCc2ccccc2)c1Cl	0.5	-4	1	3	9	99	9	0.0	-3	6.0
CCC(C)NC(=O)CSc1ccc(NC(C)=O)cc1 (stereo unspecified)	-2.6	0	0	-1	-1	115	-5	-0.3	-2	-0.3
C=CCn1c(SCC(=O)NCCCC)nc2scc(-c3ccco3)c2c1=O	-2.6	3	2	22	40*	83	-5	-0.2	3	0.6
COc1ccc(S(=O)(=O)N(C)CC(=O)Nc2ccc(C(N)=O)cc2)cc1OC	-1.4	12	1	0	7	93	4	0.1	-4	0.1
Cc1ccc(NC(=O)CN2CCc3cc4c(cc3C2)OCCCO4)cc1	0.7	4	2	-6	8	84	3	-0.1	7	0.0
Cc1cccc(NC(=S)NNC(=O)c2ccc(Br)o2)c1	-2.8	8	2	-7	-7	94	4	-0.2	0	-1.4
Cc1csc(NC(=O)C2=NN(c3ccccc3)C(=O)CC2)n1	-1.5	10	-2	0	0	102	-1	2.3	1	1.5
Cc1ccnc(NS(=O)(=O)c2cccc3nsnc23)c1	-1.4	7	1	0	4	89	-1	-0.1	2	-1.5
O=C(c1ccc([N+](=O)[O-])cc1)N1CCSC1c1ccc(Br)cc1 (stereo unspecified)	0.3	12	-2	-4	2	94	0	-0.1	12	3.4
CC(C)Sc1nnc(-c2ccc(S(=O)(=O)N3CCOCC3)cc2)n1C	0.7	-1	2	6	-4	98	-3	0.1	-14	1.0
Cc1cc(C(=O)OCC(=O)c2cccc([N+](=O)[O-])c2)c2ccccc2n1	0.2	10	-1	3	-7	95	4	-0.1	7	-1.3
CSCCC(C(=O)Nc1c(C)cccc1C)N1CCN(C/C=C/c2ccccc2)CC1 (stereo unspecified)	x	x	2	4	1	90	-6	-0.1	10	-2.9
C=CCn1c(SCC(=O)N2CCOCC2)nc(O)c(Cc2ccccc2)c1=O	-1.9	0	0	10	7	93	4	0.6	-1	0.5
Nc1nc(SCc2ccccc2Cl)n[nH]1	1.6	-11	0	0	0	97	0	-0.2	-1	-2.3
Cc1ccc(O)c(NC(=O)c2cc([N+](=O)[O-])ccc2Cl)c1	-2.8	7	12	3	-2	94	-1	0.7	-5	-1.4
CSc1nc(=O)n2cccc(C)c2n1	0.5	1	-1	4	1	101	-3	0.1	-6	-3.6
CCOc1cc(C)c(C(C)C)cc1S(=O)(=O)N1CCOCC1	0.5	3	-2	-9	12	94	1	0.2	-1	5.6
O=C1NC(Nc2nccs2)(C(F)(F)F)C(=O)N1CCc1ccccc1 (stereo unspecified)	3.9	-1	0	-2	-1	95	-4	0.0	3	-3.1
CC(C)C[C@@H](COCc1ccc(F)cc1)N1CCN(C(=O)c2cccc(C(F)(F)F)c2)CCC1=O	x	x	x	x	4	99	0	0.2	12	-0.7
FC(F)(F)c1cccc(Nc2ncnc3ccccc23)c1	0.5	7	-4	-11	12	100	9	2.2	6	0.5
COc1ccc(OC)c(S(=O)(=O)Nc2c(NC3CCCCC3)c3ccccc3oc2=O)c1	0.0	10	1	0	-12	103	-3	0.0	13	0.0
CN(C)S(=O)(=O)c1cc(NC(=O)COC(=O)CC2Sc3ccccc3NC2=O)ccc1Cl (stereo unspecified)	-1.5	16	0	3	-4	101	-2	-0.2	-1	-1.7
CCOc1ccc(NC(=O)COC(=O)c2ccc3ncsc3c2)cc1OCC	-2.1	-2	-1	-12	2	96	8	1.5	3	-0.3
CCc1nc2ccc(C(=O)N3CCN(C(=O)c4ccco4)CC3)cn2c1N(CC)Cc1cccc(Br)c1	4.8	19	-4	16	8	99	-1	0.3	7	0.1
CCOC(=O)N=Nc1c(O)n(Cc2ccccc2)c2ccccc12	-2.5	-5	-3	-4	5	95	-2	0.4	-3	1.2
O=C1C=C(c2ccc(Oc3ccccc3)cc2)C[C@@H](c2ccc3c(c2)OCO3)C1	-0.5	-2	-2	-8	-12	101	-14	0.5	6	0.7
C=C(C)Cc1c(C)c(C#N)c2nc3ccccc3n2c1NCCCN(C)C	0.3	-5	38*	2	5	136	-3	-0.1	1	0.2
c1ccc2c(-c3nn4nnnc4c4ccccc34)cccc2c1	-2.9	8	1	0	-3	94	-3	0.0	-2	1.6
N#Cc1ccc(C(=O)N2CCCC(c3cc(C(=O)NCc4cccnc4)no3)C2)cc1 (stereo unspecified)	1.1	20	0	-12	0	102	-2	0.0	-2	-1.9
CN(C)CCN(Cc1ccccc1)S(=O)(=O)c1ccc(-c2ccc(=O)[nH]n2)s1	1.2	13	-3	-1	-2	100	-16	-0.2	0	0.5
CCCCc1c(C)c2ccc(OCC(C)=O)cc2oc1=O	-0.7	3	-4	-15	5	99	0	0.4	-2	5.1
Cc1nc(NC(=O)c2ccccc2)sc1-c1cc(C(=O)N2CCOCC2)nn1CCO	x	x	x	x	2	x	7	0.0	-5	x
FC(F)(F)c1cc(NC2CCCCC2)ccn1	-0.2	3	-5	-10	-8	92	-7	0.3	2	0.4
O=C(CCNC(=O)C1CCN(S(=O)(=O)c2ccc(F)cc2)CC1)Nc1ccccc1	-0.4	-3	2	0	5	103	2	0.0	1	-0.6
CC(C)(C)c1ccc(C(=O)c2c[nH]c(C(=O)NCCc3ccccn3)c2)cc1	0.4	1	-4	-12	2	95	-3	0.6	4	1.8
Cc1ccc(C(=O)N/C(=C/c2ccccc2)C(=O)NCc2ccncc2)cc1	-1.4	1	0	6	3	97	3	-0.1	6	0.3
Cc1ccc(C)c(-c2nc3cc(N)ccc3o2)c1	-4.0	23	-3	-3	2	103	-3	0.0	2	2.5
COC(=O)[C@@H]1C[C@H]2CC[C@H](O)C[C@H]2N1Cc1ccc(C(C)(C)C)cc1	-0.8	-2	0	-2	-14	91	1	-0.2	-3	0.6
C[C@H](NC(=O)c1ccc(Cl)cc1)C(=O)OCn1nnc2ccccc2c1=O	-1.9	13	2	5	0	96	7	-0.2	2	-0.6
COc1ccc(NS(=O)(=O)c2c(F)cc(F)c(Cl)c2F)cc1S(=O)(=O)N1CCCCC1	0.8	3	17	-8	0	92	0	-0.1	0	0.1
O=C(NN1CCOCC1)c1cc(-c2cccc(Cl)c2)nc2ccccc12	-1.3	-1	1	14	5	101	4	-0.1	2	2.3

Random excerpt: three compounds from above
SMILES	MC4R barr agon	MC4R antagonist	N-glyco inh	H9c2 protect	ABHD5 PLIN5 PPI	ABCB6 inh MLPCN	m5-HT2A agonist	aDG glyco up	Granule exo inh	iPSC survival up
C[C@H](NC(=O)c1ccc(Cl)cc1)C(=O)OCn1nnc2ccccc2c1=O	-1.9	13	2	5	0	96	7	-0.2	2	-0.6
COC(=O)[C@@H]1C[C@H]2CC[C@H](O)C[C@H]2N1Cc1ccc(C(C)(C)C)cc1	-0.8	-2	0	-2	-14	91	1	-0.2	-3	0.6
Cc1ccc(C)c(-c2nc3cc(N)ccc3o2)c1	-4.0	23	-3	-3	2	103	-3	0.0	2	2.5

An excerpt of these results, with values under each structure.
Every second line gives: MC4R barr agon, MC4R antagonist, N-glyco inh, H9c2 protect, ABHD5 PLIN5 PPI, ABCB6 inh MLPCN, m5-HT2A agonist, aDG glyco up, Granule exo inh, iPSC survival up
- Cc1ccc(C)c(-c2nc3cc(N)ccc3o2)c1
    -4.0, 23, -3, -3, 2, 103, -3, 0.0, 2, 2.5
- COC(=O)[C@@H]1C[C@H]2CC[C@H](O)C[C@H]2N1Cc1ccc(C(C)(C)C)cc1
    -0.8, -2, 0, -2, -14, 91, 1, -0.2, -3, 0.6

Source: PubChem BioAssay (several laboratories)
